Efflux pump inh – inhibitors of Candida efflux pumps in yeast, primary screen, S. cerevisiae, Nile Red, multiplex | S. cerevisiae Candida pump triplex | inhibition, % at 10 µM | 330,000 tested, 0.44% active;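 active = plate passing quality check with inhibition over a set limit, or well fluorescence over plate mean plus 4 SD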;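 also: Nile Red retained in pooled yeast measured as flow cytometry median fluorescence; 0% = buffer negative control and 100% = Enniatin B positive control; higher means more Nile Red kept so more efflux inhibition; some compounds called inactive have numbers as strong as hits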
MCL1-BIM inh – inhibitors of MCL1 binding to BIM-BH3, primary screen, biochemical, fluorescence polarization | Induced myeloid leukemia cell differentiation protein Mcl-1 (Homo sapiens), Q07820 | GST-MCL1 / FITC-Bim-BH3 fluorescence polarization | inhibition, % at 10.9 µM | 320,000 tested, 0.68% active;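 active = inhibition above the mean inhibition of all tested compounds plus 3 SD, set per campaign, cut at about 40% in these data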;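 also: 0% = DMSO wells and 100% = unlabeled Bim-BH3 peptide control; higher means more loss of mP so more displacement of Bim peptide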
CR mimetic SO – reduction of superoxide in aged yeast, primary screen, HTS; S. cerevisiae aged cells, superoxide DHE fluorescence; active compounds read low; superoxide response (% of plate mean), % at 10 µM; 330,000 tested, 0.18% active;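 active = superoxide response under a set limit, about three screen SD below normal, cut at about 65% in these data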;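 also: yeast aged for seven days with compound at 30 °C before DHE staining; 100% = average MFI of all compound-treated wells on the plate with controls excluded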
ZTA DNA inh – ZTA (EBV) inhibition in EBNA-1 counter-screen. P03206. ZTA-DNA binding, fluorescence polarization. inhibition, % at 11 µM. 320,000 tested, 0.15% active. AID 2234; in the data active = inhibition above about 33%
Target sequence (P03206 whole entry, looked up): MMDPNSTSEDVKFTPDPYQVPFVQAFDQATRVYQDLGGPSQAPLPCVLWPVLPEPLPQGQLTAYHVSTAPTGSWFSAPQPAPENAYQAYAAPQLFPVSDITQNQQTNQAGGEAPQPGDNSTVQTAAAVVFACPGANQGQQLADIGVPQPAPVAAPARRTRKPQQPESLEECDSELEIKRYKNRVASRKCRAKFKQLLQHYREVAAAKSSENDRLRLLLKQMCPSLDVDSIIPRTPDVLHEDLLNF
Bcl-xL primary – inhibitors of human Bcl-xL, primary screen, biochemical, fluorescence polarization, HTS. Bcl-2-like protein 1 (Homo sapiens), Q07817. GST-Bcl-xL / FITC-Bim BH3 peptide fluorescence polarization. inhibition, % at 10.9 µM. 320,000 tested, 0.7% active;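 active = inhibition above the mean of all tested compounds plus 3 SD, cutoff set per campaign, cut at about 30% in these data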;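 also: 0% = DMSO wells and 100% = unlabeled Bim-BH3 peptide competitor; inhibitors lower millipolarization by displacing the labeled peptide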
Target sequence (Q07817 whole entry, looked up): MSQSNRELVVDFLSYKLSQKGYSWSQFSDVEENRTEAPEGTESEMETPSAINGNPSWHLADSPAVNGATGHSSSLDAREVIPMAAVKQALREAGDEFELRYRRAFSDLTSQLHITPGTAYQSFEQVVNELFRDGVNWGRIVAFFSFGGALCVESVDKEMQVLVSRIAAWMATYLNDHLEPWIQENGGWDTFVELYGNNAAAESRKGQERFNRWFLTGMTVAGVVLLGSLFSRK
Fam108B inh – mouse Fam108B serine hydrolase inhibitors, primary screen, counter-screen for RBBP9 inhibitor project, biochemical, fluorescence polarization. recombinant Fam108B, FP-Rh probe fluorescence polarization. 300,000 tested, 0.33% active. inhibition, % at 9.51 µM;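 active = inhibition above the screen mean inhibition plus 3 SD, computed separately per campaign, cut at about 18% in these data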;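 also: inhibitors lower polarization as less probe binds the enzyme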
GLD-1 RNA inh – GLD-1/TGE RNA complex disruptors, primary screen, biochemical, fluorescence polarization | Female germline-specific tumor suppressor gld-1 (Caenorhabditis elegans), Q17339 | purified GLD-1 + fluorescein TGE RNA | inhibition, % at 5.96 µM | 320,000 tested, 0.44% active;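 active = percent inhibition above a per-plate cutoff, the plate mean of test compounds plus 3 SD, cut at about 30% in these data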;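 also: 0% = DMSO wells with GLD-1 and probe and 100% = wells lacking GLD-1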
MEX-5 binding – MEX-5 zinc finger RNA-binding disruptors – biochemical, C. elegans, fluorescence polarization, MLPCN library, primary screen | 300,000 tested, 0.38% active | MEX-5/FITC-TCR2 RNA binding; active compounds read low | Zinc finger protein mex-5 (Caenorhabditis elegans), Q9XUB2 | activity score (negative = inhibition of binding), % at 10 µM;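 active = inhibition past about -25% in most replicates, and total fluorescence under double the plate's negative control median, limit read from the data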;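 also: 0% = DMSO and -100% = 5 µM competing unlabeled TCR2 RNA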
Target sequence (Q9XUB2 whole entry, looked up): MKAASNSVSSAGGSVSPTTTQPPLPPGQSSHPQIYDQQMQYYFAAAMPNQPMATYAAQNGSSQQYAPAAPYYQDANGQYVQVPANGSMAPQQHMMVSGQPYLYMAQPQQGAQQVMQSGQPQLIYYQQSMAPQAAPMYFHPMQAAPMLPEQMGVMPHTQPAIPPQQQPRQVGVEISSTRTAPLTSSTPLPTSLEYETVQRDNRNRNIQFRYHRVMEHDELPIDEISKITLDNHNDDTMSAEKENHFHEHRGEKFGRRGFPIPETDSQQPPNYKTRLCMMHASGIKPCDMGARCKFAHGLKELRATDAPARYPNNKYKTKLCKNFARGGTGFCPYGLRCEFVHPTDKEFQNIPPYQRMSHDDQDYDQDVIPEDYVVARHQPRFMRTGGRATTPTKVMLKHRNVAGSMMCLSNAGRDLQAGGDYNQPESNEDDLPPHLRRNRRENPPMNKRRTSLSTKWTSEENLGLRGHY
EBNA-1 inhibitor – EBNA-1 DNA-binding inhibitors, primary screen, biochemical, fluorescence polarization. AID 1950, 2009. inhibition, % at 14.8 µM. 300,000 tested, 0.34% active; in the data active = inhibition above about 28%
* hit, by the source's call; . = not tested or not shown.

SMILES | Efflux pump inh | MCL1-BIM inh | CR mimetic SO | ZTA DNA inh | Bcl-xL primary | Fam108B inh | GLD-1 RNA inh | MEX-5 binding | EBNA-1 inhibitor
Cc1c(NC(=O)CSc2nnnn2Cc2ccccc2)c(=O)n(-c2ccccc2)n1C | -0.1 | -1 | 94 | 1 | -3 | -1 | 2 | 1.7 | 3
Cc1nnc(-c2ccccc2)o1 | 0.0 | -3 | 107 | 4 | 0 | 0 | 5 | -3.0 | 12
Cc1cccc(Nc2cc(C)nc3ccccc23)c1 | 0.1 | -27 | 98 | -10 | -10 | -12 | -6 | 1.1 | -13
COc1ccc(NC(=O)CCSc2ccc(F)cc2)cc1 | 0.3 | -8 | 123 | -7 | 2 | -5 | 5 | -4.5 | -15
COc1ccc(S(N)(=O)=O)cc1C(N)=O | 0.1 | -4 | 93 | 6 | 6 | 1 | 3 | 2.0 | -2
CCN(c1ccccc1)S(=O)(=O)c1ccc(OC)c(NC(=O)CNC)c1 | 0.4 | -7 | 98 | -4 | -10 | -5 | -9 | 1.9 | -16
CC(=O)c1cc(-c2ccccc2)n(CCC(=O)NC2CCCCC2)c1C | 0.0 | 5 | 84 | -7 | 7 | 2 | 5 | 2.3 | 3
CCOC(=O)c1ccccc1NC(=O)COc1cc(=O)n(CC)c2ccccc12 | -0.1 | 2 | 104 | 1 | 2 | -3 | 0 | 0.4 | 11
N/C(CSc1ccccn1)=N\OCc1c(Cl)cccc1Cl | -0.1 | 19 | 92 | -14 | 21 | -1 | 1 | -2.9 | -4
Cc1ccccc1Nc1cc(C)c2c(O)cccc2n1 | 0.3 | 8 | 94 | -8 | 6 | 5 | 6 | -3.9 | 7
CCOC(=O)c1c(C)n(CC(O)CN(CC)CC)c2cc(Br)c(OC)cc12 (centres undefined) | -0.1 | 1 | 101 | -10 | 3 | 6 | -3 | 3.6 | 11
COC(=O)c1c(NC(=O)CN2C(=O)NC(CCc3ccccc3)C2=O)sc2c1CCCCC2 (centres undefined) | 0.1 | -5 | 111 | 3 | -4 | -6 | -2 | 1.6 | 3
COc1ccc(OC)c(NC(=O)C(=O)c2cn(CC(=O)N3CCCC3)c3ccccc23)c1 | -4.0 | -6 | 89 | 4 | -6 | -9 | 6 | -2.7 | -9
CCOc1ccc(S(=O)(=O)NCCC(=O)NCC(c2ccc(F)cc2)N2CCOCC2)cc1 (centres undefined) | 0.1 | 2 | 91 | -1 | 6 | 3 | 5 | 2.3 | -5
CC(C)(C)C(=O)Nc1cc2c3c(c1)CC(=O)N3CCC2 | 0.0 | 2 | 89 | -13 | 1 | 1 | 4 | 2.5 | -2
CC(C)(C)c1ccc(C(=O)Nc2nnc(Cc3c[nH]c4ccccc34)s2)cc1 | -0.3 | -3 | 115 | 8 | -4 | 2 | 7 | 1.0 | 7
COc1ccc(C(=O)Nn2c(SCC(=O)NC3CCCC3)nc3ccccc3c2=O)cc1 | -0.2 | -1 | 95 | -5 | 1 | 4 | 9 | 0.7 | -3
CCOc1ccccc1OCC(=O)Nc1c(C)n(C)n(-c2ccccc2)c1=O | -0.3 | -2 | 86 | -21 | 6 | . | 3 | . | .
Cc1cccc(C)c1NC(=S)NC(=O)c1ccccc1F | 0.3 | 6 | 100 | 8 | -2 | -2 | 6 | 0.2 | -19
Cc1cc(C(=O)OCC(=O)Nc2cccc(S(=O)(=O)N(C)C)c2)c2ccccc2n1 | 0.0 | 0 | 106 | -5 | 4 | -7 | -5 | 1.1 | 4
O=C(c1cccc(OC2CCN(C3CCCC3)CC2)c1)N1CCCCCCC1 | 0.4 | 3 | 108 | -12 | 7 | -9 | 4 | -9.4 | -18
CCC(C)(C)NC(=O)/C=C/c1ccccc1[N+](=O)[O-] | 0.0 | -1 | 104 | -2 | 4 | -1 | -2 | -0.2 | 4
CCOC(=O)c1sc(NC(=O)c2ccco2)c(C#N)c1C | -0.1 | 22 | 100 | 4 | 5 | 5 | 3 | -2.0 | -2
CC(C)(c1ccccc1)c1ccc(OCC(O)CNC2CCN(Cc3ccccc3)CC2)cc1 (centres undefined) | 0.6 | 8 | 98 | -6 | 2 | -1 | 7 | 0.9 | 7
Cc1ccc(S(=O)(=O)N(CC(=O)NCc2cccnc2)C2CCCCC2)cc1 | 0.1 | 1 | 100 | 10 | 3 | -3 | -5 | 0.4 | 7
SMILES | Efflux pump inh | MCL1-BIM inh | CR mimetic SO | ZTA DNA inh | Bcl-xL primary | Fam108B inh | GLD-1 RNA inh | MEX-5 binding | EBNA-1 inhibitor
CCOC(=O)/C=C/C(=O)N1CCc2ccccc21 | 0.3 | 7 | 90 | 13 | 8 | 2 | 0 | 1.4 | 2
CC(=O)c1c(-c2ccccc2)c2ccccc2[nH]c1=O | -0.1 | 4 | 95 | 14 | 3 | 1 | 2 | 2.7 | 1
O=c1oc2cccnc2n1CCS(=O)(=O)c1ccc(F)cc1 | -0.1 | -6 | 96 | -11 | 0 | -2 | 5 | -0.6 | -3
CC(C)(C)NC(=O)Cn1cnc2cc([N+](=O)[O-])ccc2c1=O | 0.0 | 6 | 128 | -13 | 4 | 0 | 6 | -0.8 | 18
CC(=O)Nc1ccc(NC(=O)C(C)OC(=O)CC2CCCC2)cc1 (centres undefined) | 0.2 | 2 | 106 | 6 | 0 | 1 | 8 | 0.2 | -10
Cc1ccc(NC(=O)CN(C)C(C)C(=O)N2CC(C)CC(C)C2)cc1 (centres undefined) | 0.2 | -8 | 107 | 19 | -9 | . | -2 | . | .
Cc1ccc(S(=O)(=O)N2CCC3(CC2)OCCO3)s1 | 0.1 | 3 | 106 | 7 | 0 | 0 | -9 | 0.2 | -1
Cc1cc(NC(=S)N(CCN2CCOCC2)Cc2ccccc2F)ccc1Cl | 0.2 | 0 | 96 | 0 | 0 | 0 | 3 | 1.2 | -3
Cc1cccc(N(C(=O)Nc2ccc(Cl)cc2)C2=NCC(C)S2)n1 (centres undefined) | 0.0 | -4 | 93 | 0 | 6 | -5 | -1 | 4.4 | -9
Cc1cccc(CC(=O)N2CCC(N3CCC(C(=O)N4CCOCC4)CC3)CC2)c1 | -0.1 | 10 | 99 | 7 | 2 | -2 | 5 | 0.1 | 7
O=C(NC1CCN(C(=O)Nc2ccccc2)CC1)C1CCCCC1 | -0.1 | 3 | 98 | -18 | 4 | 7 | 1 | -1.0 | -6
CCN(CC)S(=O)(=O)c1cc(C)ccc1NC(=S)Nc1cccnc1 | 0.2 | 4 | 91 | 6 | 4 | 1 | -9 | -1.4 | 5
O=C(NCCCn1ccnc1)C(=O)NC1CCCCC1 | -0.2 | 3 | 96 | -12 | -1 | -4 | 4 | . | -11
COc1ccc(N(C)S(=O)(=O)c2ccc3c(c2)NC(=O)CO3)c(OC)c1 | 0.2 | 2 | 95 | -2 | 0 | 0 | -8 | -2.1 | -5
O=C(Cn1cncn1)c1ccccc1 | 0.3 | -7 | 102 | -6 | 5 | 0 | 5 | -2.7 | -5
C[C@@H](NC(=O)[C@@H]1Cc2ccccc2CN1)C(=O)Nc1ccc2c(c1)OCO2 | 0.3 | 5 | 127 | -4 | 10 | -1 | -3 | -1.5 | -3
O=C(NCc1ccc[n+](CCCCS(=O)(=O)[O-])c1)c1ccc(OC(F)F)cc1 | 0.1 | 2 | 106 | -13 | 1 | 11 | 0 | 1.1 | -2
CC1CCc2c(nc3ncnn3c2NCCN(C)C)C1 (centres undefined) | 0.3 | -5 | 100 | -5 | -1 | -2 | -3 | -1.5 | 1
CC(=O)c1ccccc1Oc1ncnc(N)c1[N+](=O)[O-] | -0.1 | 4 | 107 | 7 | 0 | 0 | 3 | 1.1 | 8
CCOC(=O)/C=C1\SCC(=O)N1CC(O)CN1C(=O)CS/C1=C\C(=O)OCC | 0.0 | -8 | 91 | 18 | 7 | -4 | 1 | 0.7 | 0
O=C1C2C(C(=O)N1Cc1cccnc1)C1C=CC2C12CC2 (centres undefined) | -0.1 | -2 | 104 | -17 | 4 | -1 | 0 | -3.0 | 6
O=C(Nc1c(-c2ccccc2)nc2c(Br)cc(Br)cn12)c1ccco1 | -0.1 | 3 | 98 | -9 | 2 | 0 | -2 | 0.9 | 20
CCOC(=O)Nc1ccc2c(c1)nc(CN1CCCCC1)n2C | -0.2 | 11 | 105 | -25 | 4 | -3 | -2 | -2.3 | -3
O=C(N/C(=C\c1ccccc1)C(=O)N1CCOCC1)c1ccccc1Br | 0.0 | 3 | 81 | -2 | 6 | 0 | 7 | 0.9 | -8
Cc1ccc(/C=N/NC(=O)c2nnn(-c3nonc3N)c2C(C)C)s1 | -0.4 | 4 | 92 | 9 | 4 | 0 | -1 | 0.2 | 12
SMILES | Efflux pump inh | MCL1-BIM inh | CR mimetic SO | ZTA DNA inh | Bcl-xL primary | Fam108B inh | GLD-1 RNA inh | MEX-5 binding | EBNA-1 inhibitor
CC(C)CCn1nnnc1CN1CCN(C(c2ccccc2)c2ccccc2)CC1 | 0.0 | 10 | 94 | -3 | 9 | 4 | 0 | 0.9 | -3
Cc1ccc(C(=O)OCC(=O)NC(=O)c2ccc(C(C)(C)C)cc2)c(O)c1 | 0.2 | 70* | 114 | -10 | 62* | -3 | 26 | -1.8 | -7
O=C1ON=C(c2ccc(Cl)c([N+](=O)[O-])c2)/C1=C/c1cccc([N+](=O)[O-])c1O | -0.1 | -17 | 98 | 13 | -12 | . | -3 | . | .
COc1ccc(-n2c(SCC(=O)Nc3nccs3)nnc2-c2ccccc2)cc1 | 0.0 | -7 | 93 | -11 | -1 | -2 | 1 | 2.1 | -4
O=c1cc(-c2ccccc2[N+](=O)[O-])oc2ccccc12 | 0.1 | -3 | 105 | 2 | 2 | 0 | -2 | -1.3 | 4
CCSc1nc2sc3c(c2c(=O)n1-c1ccccc1)CCN(C)C3 | 0.0 | 11 | 101 | 22 | 13 | 1 | -5 | 0.4 | 0
CC(C)CCNC(=O)CN(C(=O)CCC(=O)Nc1nccs1)c1ccc2c(c1)OCCO2 | 0.2 | 2 | 105 | 1 | 2 | 3 | 4 | -2.3 | -6
COc1ccc(NC(=O)CN(C)C(=O)CCCc2nc3ccccc3c(=O)[nH]2)cc1 | 0.0 | -1 | 90 | 1 | 0 | 0 | 1 | -0.4 | 4
CCCCn1c(N)c(N(CC(C)C)C(=O)c2ccc(C)c(S(=O)(=O)N3CCCCC3)c2)c(=O)[nH]c1=O | 0.0 | -7 | 100 | -6 | -10 | 2 | -5 | 2.9 | 8
OC1(c2ccccc2)c2ccccc2-c2ncccc21 (centres undefined) | -0.1 | 0 | 89 | 1 | 6 | -2 | -2 | 0.8 | 5
O=C(NCc1ccc(Cl)cc1)C1CCN(S(=O)(=O)c2cc([N+](=O)[O-])ccc2Cl)CC1 | -0.1 | 1 | 118 | 16 | -4 | 0 | 5 | 3.4 | -6
Cc1cccc(NC(=O)CN2C(=O)NC(Cc3ccccc3)C2=O)c1 (centres undefined) | -0.3 | -11 | 102 | -2 | -4 | 2 | -6 | -5.6 | 10
CCc1ccc(C(=O)OCC(=O)Nc2cccc(S(=O)(=O)NC3=NCCCCC3)c2)cc1 | 0.9 | 8 | 115 | -1 | 0 | -1 | 7 | -0.1 | -2

Single entries from the entries so far.
Cc1ccc(S(=O)(=O)N(CC(=O)NCc2cccnc2)C2CCCCC2)cc1 – EBNA-1 inhibitor: 7
COC(=O)c1c(NC(=O)CN2C(=O)NC(CCc3ccccc3)C2=O)sc2c1CCCCC2 (centres undefined) – ZTA DNA inh: 3
